TR SRC2 fluor cs: counter-screen for TRb-SRC2 inhibitors: fluorescence interference. TRb/SRC2 Texas Red total fluorescence interference. Potency, µM (doses to about 106 µM), without a hit: at the top dose fluorescence change, negative = quenching. hit rate 0.29% among 280,000; active = well fitted curve in either direction with a large enough effect; inconclusive = small, poorly fitted or top-dose-only effect; note: % is set by controls: 0 for no effect and ±100 for the full control effect
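Flags fluorescent or light-absorbing compounds by total fluorescence, S + 2P, at 555 nm excitation and 632 nm emission. Mixture: 20 nM Texas Red SRC2 peptide, 0.6 uM human TRb LBD, 1 uM T3, 5% DMSO; compound exposure 5 h at ambient temperature.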
RECQ1 inh: inhibitors of human RECQ1 DNA helicase; P46063; RECQ1 DNA unwinding, red fluorescence kinetic read; Potency, µM (doses to about 57.3 µM), for the others: at the highest dose activity, negative = inhibition, hits mostly inhibitors; hit rate 0.54% among 240,000; AID 2549;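 note: plate controls were vehicle for no effect and no enzyme for full effect; nearly all actives have a fitted effect of over 30% in size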
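50 nM RECQ1T1 preincubated 15 min with compound in Tris pH 8.0 buffer with MgCl2, DTT, Tween-20 and 2.5 ug/ml poly(dI-dC); started with 200 nM TAMRA/BHQ-2 forked duplex and 2 mM ATP. Unwinding read as fluorescence (525/598 nm), two reads 2 h apart.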
Lamin A splicing: changes lamin A minigene splicing in HeLa cells; HeLa LMNA splicing GFP/RFP minigene ratio, 48 h; Potency, µM (titrated, usually from 46.1 µM), inactives show top-dose ratio change, negative = inhibition, usual class: inhibitors; hit rate 0.01% among 200,000; active = well fitted inhibition curve with a large enough effect in the signal ratio, with a control signal flat, not every such curve was filed as active; inconclusive = small, poorly fitted or top-dose-only effect, or effect the other way, or a change in a side signal; the % refers to the signal ratio; note: % is set by controls: 0 for no effect and ±100 for the full control effect
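S3 HeLa cells stably expressing lamin A-EGFP splicing minigene plus DsRed2, 600 cells/well, 48 h compound exposure at 37C. Laser-scanning cytometry; analysed as GFP (500-530 nm)/RFP (575-640 nm) total intensity ratio; 0.5% DMSO vehicle.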
SMN2 splice enh: increases expression of the SMN2 splice variant. HEK293 SMN2-luciferase splicing reporter, luminescence, 30-36 h. hit rate 2.8% among 210,000. Potency, µM (series often up to 46.1 µM), for the others: at the top dose activity change, positive = activation, actives largely listed as activators; note: % of control where 0% means no effect; nearly all actives have a fitted effect of over 55% in size
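HEK293 cells carry an SMN2 […]–luciferase reporter in which exon 7 inclusion puts luciferase in frame. Cells were plated 10-12 h before compound addition, then incubated 30-36 h at 37C. ONE-Glo luminescence was read; sodium butyrate at 4.5 mM final served as control.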
GoLoco inh red: blocks human Gai1 binding to RGS12 GoLoco peptide, red readout. Gai1:RGS12 GoLoco peptide FP, rhodamine, 10 min. P63096. AID 880. Potency, µM (series often up to 61.6 µM), inactives show at the highest dose activity, negative = inhibition, hits mostly inhibitors. hit rate 0.44% among 230,000; active = well fitted inhibition curve with a large enough effect, not every such curve was filed as active; inactive = no such curve, though single readings can be large or run the other way; note: % is set by controls: 0 for no effect and ±100 for the full control effect; nearly all actives have a fitted effect of over 30% in size; many of its hits are not listed in these tables
ALDH1A1 block: inhibitors of human aldehyde dehydrogenase 1A1; hit rate 7.3% among 220,000; P00352; Potency, µM (top dose mostly 75.3 µM), for inactives: top-dose activity, negative = inhibition, usual class: inhibitors; Purified ALDH1A1, NADH fluorescence, propionaldehyde substrate; AID 1030; active = well fitted inhibition curve with a large enough effect, not every such curve was filed as active; inconclusive = small, poorly fitted or top-dose-only effect, or another doubt; inactive = no such curve, though single readings can be large or run the other way;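 note: plate controls were no enzyme wells and a reference inhibitor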
KDM4E inh: blocks human JMJD2E demethylase activity; B2RXH2; JMJD2E catalytic domain, FDH-coupled NADH fluorescence (FDH is formaldehyde dehydrogenase); Potency, µM (series often up to 57.1 µM), for inactives: at the top dose activity change, negative = inhibition, actives largely listed as inhibitors; hit rate 1.6% among 230,000; AID 2147; active = well fitted inhibition curve with a large enough effect, not every such curve was filed as active; inconclusive = small, poorly fitted or top-dose-only effect, or another doubt; inactive = no such curve, though single readings can be large or run the other way;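 note: 0% = wells with enzyme and -100% = buffer wells without enzyme; nearly all actives have a fitted effect of over 50% in size; many of its hits are not listed in these tables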
Target sequence (B2RXH2 1-337 limits assumed): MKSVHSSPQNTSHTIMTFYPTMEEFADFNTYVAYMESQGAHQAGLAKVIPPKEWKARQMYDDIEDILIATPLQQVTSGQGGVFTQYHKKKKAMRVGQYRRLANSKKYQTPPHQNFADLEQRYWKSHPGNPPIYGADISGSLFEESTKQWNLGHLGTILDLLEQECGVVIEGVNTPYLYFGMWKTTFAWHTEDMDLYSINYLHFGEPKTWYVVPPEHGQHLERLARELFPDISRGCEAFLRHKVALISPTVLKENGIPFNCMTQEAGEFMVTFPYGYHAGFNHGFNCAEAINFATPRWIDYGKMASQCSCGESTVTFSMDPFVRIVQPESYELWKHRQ
TRb SRC2 PPI: inhibitors of human thyroid hormone receptor beta-SRC2 interaction; P10828; TRbeta-SRC2 peptide binding, fluorescence polarization; receptor liganded with 1 µM T3; Potency, µM (titrated, usually from 106 µM), inactives show at the highest dose activity change, negative = inhibition, usual class: inhibitors; hit rate 0.065% among 280,000; AID 1469;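 note: plate controls were bound peptide for no effect and peptide without receptor for full effect; nearly all actives have a fitted effect of over 50% in size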
Target sequence (P10828 whole entry, looked up): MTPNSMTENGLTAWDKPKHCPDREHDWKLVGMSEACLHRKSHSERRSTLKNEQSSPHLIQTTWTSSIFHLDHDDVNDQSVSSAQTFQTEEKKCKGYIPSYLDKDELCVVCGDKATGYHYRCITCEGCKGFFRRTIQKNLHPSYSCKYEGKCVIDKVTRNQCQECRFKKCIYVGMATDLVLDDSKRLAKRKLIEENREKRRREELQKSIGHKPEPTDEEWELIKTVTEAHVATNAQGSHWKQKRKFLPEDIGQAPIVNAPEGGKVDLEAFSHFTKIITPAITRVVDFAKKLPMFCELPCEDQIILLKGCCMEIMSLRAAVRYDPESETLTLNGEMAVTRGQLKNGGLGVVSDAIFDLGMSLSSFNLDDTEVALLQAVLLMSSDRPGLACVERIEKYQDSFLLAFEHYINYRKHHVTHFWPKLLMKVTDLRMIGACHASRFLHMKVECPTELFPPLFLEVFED
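Each compound concentration gave % activity, normalized to unbound and bound Texas Red SRC2 controls, from polarization read after 5 hr ambient incubation with T3-loaded human TRb LBD.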
Starred values were filed as active, the others as inactive; i = inactive; ? = inconclusive; nt = no result given; & = joins results of further samples; [ ] = another dose, or the depositor's remark. Unless noted, calls come from the whole dose curve; as a rule, active = well fitted curve in the direction sought with a large enough effect; inconclusive = small, poorly fitted or top-dose-only effect, or another doubt; inactive = no such curve, though single readings can be large; an effect the other way counts as inactive or inconclusive. Potency is the fitted concentration of half-maximal effect. An excerpt; rates above refer to the full screens.

structure,GoLoco inh red,TRb SRC2 PPI,Lamin A splicing,TR SRC2 fluor cs,KDM4E inh,RECQ1 inh,ALDH1A1 block,SMN2 splice enh
COCCNC(=O)C(c1ccc(C)o1)N(CC1CCCO1)C(=O)Cn1nnc2ccccc21 (configuration not stated),3%,4%,12%,-7%,-3%,-17%,-3%,-9%
Cn1c(NNC(=O)C(c2ccccc2)c2ccccc2)cc(=O)n(C)c1=O,3%,-6%,-12%[46 µM],1%,5%,0%,7%,-46%[inhibitor]
C/C(=N/NS(=O)(=O)c1ccc(C)cc1)c1c(O)c2ccccc2oc1=O,8%,-8%,nt,-4%,2%,-2%,nt,nt
CCOc1cc(NC(=S)Nc2cccc(OC)c2)c(OCC)cc1NC(=O)C(C)C,-4%,-7%,10%,-5%,-6%,i,?,-16%
O=C(NCCCn1ccnc1)c1ccc(S(=O)(=O)Nc2ccccc2)cc1,-11%,-1%,nt,2%,-2%,-5%,nt,nt
O=C(O)CS(=O)(=O)c1ccc(Oc2ccc(S(=O)(=O)CC(=O)O)cc2)cc1,-10%,-1%,5%,2%,-2%,-1%,-10%,-12%
Cc1cnccc1NC(=O)c1cccs1,5%,-8%,nt,-4%,10%,1%,5%,nt
CN(C)S(=O)(=O)c1ccc(C(=O)NCc2cccs2)cc1,0%,-1%,6%,-2%,9%,8%,?,0%
CC(C)(C)OC(=O)N1CCC(CNC(=O)c2ccccc2)CC1,3%,-3%,nt,-1%,?,9%,nt,nt
COc1cc(/C=C/C(=O)OCC(=O)c2c(N)n(C)c(=O)n(C)c2=O)ccc1O,10%,-2%,-11%[46 µM],-1%,?,i,-10%,-11%
COc1ccc(C2OCC3(CO2)SC(N)=NC3=O)cc1 (configuration not stated),0%,-3%,3%,-2%,4%,i,11%,-9%
CCOC(=O)N1CCN(S(=O)(=O)c2ccc3c(c2)SC(C)C(=O)N3)CC1 (configuration not stated),6%,4%,?,-3%,0%,0%,0%,-80%[inhibitor]
COc1ccccc1NS(=O)(=O)c1cccc(C(=O)NCc2ccco2)c1,-1%,2%,-4%[9.22 µM],0%,-1%,-2%,8%,-12%
CCOC(=O)Cn1c(-c2ccc(Cl)nc2)nc2ccccc21,0%,2%,10%,0%,?,5%,?,-13%
CN(C(=O)c1c(Cl)nc2sccn12)C1CCCCC1,8%,-4%,14%,-4%,0%,-15%,?,-18%
CCOc1cc(Cl)c(NC(C)=O)cc1OCC,-9%,-2%,2%,-3%,-3%,0%,9%,-10%
CN(CCOc1ccccc1)C(=O)c1cc([N+](=O)[O-])cc([N+](=O)[O-])c1,6%,-2%,-15%[46 µM],-1%,6%,-14%,9%,nt
COC(=O)c1ccsc1NC(=O)c1ccc(Cl)s1,10%,7%,nt,0%,3%,i,nt,nt
c1ccc2c(CNc3ccc(CNc4ncn[nH]4)cc3)cccc2c1,7%,-17%,?,3%,0%,i,?,-6%
CCCOc1ccccc1NC(=O)Nc1ccccc1Cl,-4%,-1%,nt,0%,-5%,-1%,-3%,-6%
CCc1ccc(-c2cc(C(=O)Nc3ccc(S(=O)(=O)NC(C)=O)cc3)c3ccccc3n2)cc1,-11%,1%,?,-4%,3%,-11%,?,4%
COC(=O)c1nc(NC(=O)c2ccc(Cl)cc2)n[nH]1,7%,5%,4%,0%,-6%,0%,5%,16%
CCCCCC(=O)/C=C/C=C\CCCCCCCC(=O)O,9%&3%,9%&9%,nt,7%&-1%,?,8%,0%&-11%,-7%&-1%
Cc1ccc(OCC(=O)NCCc2c[nH]c3ccccc23)cc1,3%,6%[53 µM],nt,-2%[53 µM],-1%,-7%,-8%,nt

No new results follow: an excerpt of the list.
structure,GoLoco inh red,TRb SRC2 PPI,Lamin A splicing,TR SRC2 fluor cs,KDM4E inh,RECQ1 inh,ALDH1A1 block,SMN2 splice enh
CCc1ccc(-c2cc(C(=O)Nc3ccc(S(=O)(=O)NC(C)=O)cc3)c3ccccc3n2)cc1,-11%,1%,?,-4%,3%,-11%,?,4%
COC(=O)c1nc(NC(=O)c2ccc(Cl)cc2)n[nH]1,7%,5%,4%,0%,-6%,0%,5%,16%

(cont.)
structure,GoLoco inh red,TRb SRC2 PPI,Lamin A splicing,TR SRC2 fluor cs,KDM4E inh,RECQ1 inh,ALDH1A1 block,SMN2 splice enh
COC(=O)c1ccc2nc(C)cc(Nc3ccccc3C)c2c1,3%,1%,nt,2%,-1%,7%,-3%,nt
CCCC1(C(=O)O)NC(c2ccc(OC)cc2O)C2C(=O)N(c3ccc(OC)cc3)C(=O)C21 (configuration not stated),3%,2%,3%,2%,?,-8%,-10%,-10%
COc1ccccc1OCCC(=O)Nc1nc(C)cs1,11%,3%,nt,-1%,-4%,-8%,nt,nt
Cc1csc(SCC(=O)Nc2cccc3nsnc23)n1,3%,3%,-1%,-3%,-28%,3%,?,-5%
COC(=O)c1nn(-c2ccccc2)c(=O)cc1Sc1ccc(Cl)cc1,5%,2%,9%[46 µM],-2%,5%,-5%,3%,-9%
CC(NC(=O)Cn1cnnn1)C12CC3CC(CC(C3)C1)C2 (configuration not stated),-9%,-3%,3%,-6%,-1%,i,?,-9%
CNC(=O)COc1ccc(S(=O)(=O)Nc2ccc(OC)cc2)cc1,6%,2%,-7%[46 µM],-3%,5%,-3%,9%,nt
CCN(CC)CCCN1C(=O)C(O)=C(C(=O)c2cc3ccccc3o2)C1c1ccccn1 (configuration not stated),0%,4%,5%,0%,3%,-2%,-3%,6%
CC1CCC(NC(=O)c2ccc(NC(=O)c3ccc(=O)[nH]c3)cc2)CC1 (configuration not stated),2%,11%,0%,-1%,3%,2%,7%,?
O=C(O)c1ccccc1/C=N/NC(=O)C1CCCCC1,4%,4%,nt,-1%,-1%,-8%,nt,nt
Cc1ccccc1-c1nc2cc(N)ccc2o1,-4%,-15%,2%,-1%,?,-9%,-8%,6.3µM*
COc1ccc(CCNC(=O)c2ccc3c(SCC(=O)O)c4c(nc3c2)CCCC4)cc1OC,15%,16%,nt,0%,-16%,-12%,?,-2%
O=C(CSc1nnc2c(Cl)cc(Cl)cn12)NC1CCS(=O)(=O)C1 (configuration not stated),-24%,-2%,11%,-1%,7%,8%,?,-26%
COc1ccc(CCNC(=O)c2cc(-c3cccs3)on2)cc1OC,4%,-12%,19%,-1%,-2%,-5%,3%,-42%[inhibitor]
CN1CCN(CCCCOc2ccc(F)cc2)CC1,-6%,6%,4%,-5%,-7%,-9%,?,-8%
Cc1cccc(NC(=O)NCCN2C(=O)C3C4C=CC(C4)C3C2=O)c1 (configuration not stated),13%,-2%,-3%,-4%,8%,-2%,?,3%
O=C(NCSc1ccncn1)c1ccccc1,-8%,-15%,7%,3%,10%,i,-17%,-3%
N#CCCN1CCN(C(CNS(=O)(=O)c2ccc(Cl)cc2)c2ccccc2)CC1 (configuration not stated),3%,-8%,13%,0%,-5%,0%,?,-6%
Cc1cccc(OCCOCCSc2ncccn2)c1,4%,-3%,-3%,0%,5%,i,5%,35%
COc1ccc(CCNc2cc(C)nc3c(-c4ccc(Cl)cc4)c(C)nn23)cc1OC,5%,2%,-11%,6%,?,-14%,?,-26%
COc1cc(-c2nc3ccccc3c(=O)n2N)cc(OC)c1OC,-12%,7%,?,10%,-2%,-1%,10%,?
Cc1ccc(N2CC3=C(C2=O)C(c2ccccc2)NC(=O)N3C)cc1 (configuration not stated),5%,-7%,3%,-1%,2%,0%,12%,-6%
CCCCCCCC/C=C\CCCCCCCC(=O)NCCO,6%&5%&-1%&1%,3%&-4%&-1%&-10%,?,0%&-1%&0%&-3%,-2%&2%&-20%,4%&9%&-4%&-7%,-11%&-12%&6%&-7%,-13%&-14%&-5%
O=C(COc1ccc(F)cc1Br)NCc1ccccn1,2%,-4%,7%,0%,-1%,-3%,3%,-7%
COc1cccc(C(=O)/C=C/Nc2ccc(NC(C)=O)cc2)c1,3%,1%,-8%,2%,-10%,-3%,?,13µM*
CSc1nc2nc(C)c(C/C=C/c3ccccc3)c(=O)n2[nH]1,7%,-3%,-12%[46 µM],0%,6%,i,17%,4%
CC(C)=CC(=O)Nc1ccc2c(c1)OCO2,0%,2%,9%,-1%,6%,-3%,9%,11µM*
COc1ccccc1N1CCN(/N=C/c2cc(OC)c(OC)c(OC)c2)CC1,-8%,-4%,-9%,3%,8%,12%,-3%,41%
Cc1nn(-c2cccc(C(=O)O)c2)c(C)c1[N+](=O)[O-],10%,-4%,nt,-1%,2%,-4%,8%,3%
O=C(CN1C(=O)c2cccc3cccc1c23)N1CCc2ccccc2C1,12%,-16%,?,-1%,?,2%,-14%,-53%[inhibitor]
O=C(c1ccco1)N1CCN(C(=O)C2Cc3ccccc3CN2S(=O)(=O)c2ccc(F)cc2)CC1 (configuration not stated),-7%,-7%,-5%,0%,-3%,-3%,?,-8%
COc1ccccc1N(CC(=O)N/N=C/c1ccc(C(=O)O)cc1)S(=O)(=O)c1ccc(C)cc1,8%,-5%,nt,-2%,0%,-8%,nt,nt
S=c1[nH]nc(-c2cccnc2)n1-c1ccc2c(c1)OCCO2,4%,4%[53 µM],5%[46 µM],2%[53 µM],-1%,17%,2%,nt
C1CCc2c(nc3nnnn3c2NC2CCCC2)C1,12%,-4%,-3%,-2%,-5%,?,4%,-7%

From PubChem
